FadD28 binding = blocks FadD28 binding to the bisubstrate probe. fluorescence polarization. inhibition, % at 12.5 µM. 360,000 compounds, 0.22% hits. AID 588549; in the data active means inhibition above about 8.5%, passing the limit was not always enough; inconclusive means no clear call, values can overlap the other calls
Mtb BioA inh = inhibitors of Mycobacterium tuberculosis BioA enzyme. purified M. tuberculosis BioA enzyme, plate reader. inhibition, % at 9.99 µM. 360,000 compounds, 0.096% hits. AID 602481; in the data active means inhibition above about 40%; inconclusive means no clear call, values can overlap the other calls
BoNT F protease = BoNT F light chain protease inhibition. 360,000 compounds, 0.22% hits. Multiplex microsphere protease cleavage assay, flow cytometry. AID 588497. inhibition, % at 10 µM; in the data active means inhibition above about 35%, passing the limit was not always enough; inconclusive means no clear call, values can overlap the other calls; further: plate controls were buffer without enzyme for full effect and enzyme alone for no effect
UGM FP inh = inhibitors of M. tuberculosis UDP-galactopyranose mutase. purified UGM, fluorescence polarization probe displacement. P9WIQ1. inhibition, % at 10 µM. 320,000 compounds, 0.06% hits; in the data active means inhibition above about 10%, passing the limit was not always enough; inconclusive means no clear call, values can overlap the other calls
CCHF vOTU inh = CCHFV vOTU protease inhibition; Pep-AMC fluorescence; inhibition, % at 11.5 µM; 370,000 compounds, 0.55% hits; AID 651958; further: 0% = vehicle wells with enzyme and 100% = no enzyme wells
MazF activator = activators of E. coli MazEF toxin-antitoxin RNase; FAM/BHQ RNA-DNA oligo cleavage fluorescence, 5 h; activation, % at 20 µM; 350,000 compounds, 0.32% hits; in the data active means activation above about 50%
Target sequence (P0AE70 whole entry, looked up): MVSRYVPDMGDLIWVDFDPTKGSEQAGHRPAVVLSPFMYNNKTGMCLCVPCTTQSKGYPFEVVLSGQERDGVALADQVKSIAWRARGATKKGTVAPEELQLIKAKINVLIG
DUSP3 inh = inhibitors of human VHR1 phosphatase (DUSP3); recombinant VHR phosphatase, pNPP absorbance; inhibition, % at 13.3 µM; 290,000 compounds, 0.52% hits; AID 1654; in the data active means inhibition above about 50%; further: some compounds called inactive have numbers as strong as hits
Target sequence (P51452 whole entry, looked up): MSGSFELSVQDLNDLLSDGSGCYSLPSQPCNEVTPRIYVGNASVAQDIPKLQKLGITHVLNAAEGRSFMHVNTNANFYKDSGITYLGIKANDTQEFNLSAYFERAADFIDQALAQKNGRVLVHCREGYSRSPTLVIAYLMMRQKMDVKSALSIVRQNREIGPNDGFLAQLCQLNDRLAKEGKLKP
GDH-TPI counter = inhibits GDH-TPI coupling enzymes, artifact for Mtb FBA screen; GDH-TPI coupled enzyme counterscreen, NADH absorbance; inhibition, % at 4.8 µM; 360,000 compounds, 1.2% hits; AID 588335;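 further: 0% = DMSO wells and 100% = wells lacking the enzyme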
FBA Mtb inh = inhibits M. tuberculosis FBA enzyme; inhibition, % at 1 µM; P9WQA3; AID 588726; purified M. tuberculosis FBA, fluorescence read-out; 360,000 compounds, 2.3% hits; in the data active means inhibition above about 27%;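 further: 0% = vehicle and 100% = reference inhibitor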
Target sequence (P9WQA3 whole entry, looked up): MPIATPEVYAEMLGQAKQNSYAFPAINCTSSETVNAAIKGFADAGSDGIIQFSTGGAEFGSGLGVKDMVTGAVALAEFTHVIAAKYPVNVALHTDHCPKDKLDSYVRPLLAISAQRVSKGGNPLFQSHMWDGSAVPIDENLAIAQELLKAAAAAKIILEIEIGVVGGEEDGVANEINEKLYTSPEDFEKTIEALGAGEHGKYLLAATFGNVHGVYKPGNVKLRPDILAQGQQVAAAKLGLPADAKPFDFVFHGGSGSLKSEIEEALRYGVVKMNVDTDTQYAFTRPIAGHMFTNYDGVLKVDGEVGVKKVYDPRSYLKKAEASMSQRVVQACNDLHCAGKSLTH
Rv3671c protease = Rv3671c (M. tuberculosis) protease inhibition; P9WHR9; inhibition, % at 5.96 µM; 320,000 compounds, 0.048% hits; in the data active means inhibition above about 38%;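 further: extracellular domain of Rv3671c used as enzyme; 0% = enzyme with DMSO and 100% = no enzyme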
Target sequence (P9WHR9 whole entry, looked up, the tested form may be a part): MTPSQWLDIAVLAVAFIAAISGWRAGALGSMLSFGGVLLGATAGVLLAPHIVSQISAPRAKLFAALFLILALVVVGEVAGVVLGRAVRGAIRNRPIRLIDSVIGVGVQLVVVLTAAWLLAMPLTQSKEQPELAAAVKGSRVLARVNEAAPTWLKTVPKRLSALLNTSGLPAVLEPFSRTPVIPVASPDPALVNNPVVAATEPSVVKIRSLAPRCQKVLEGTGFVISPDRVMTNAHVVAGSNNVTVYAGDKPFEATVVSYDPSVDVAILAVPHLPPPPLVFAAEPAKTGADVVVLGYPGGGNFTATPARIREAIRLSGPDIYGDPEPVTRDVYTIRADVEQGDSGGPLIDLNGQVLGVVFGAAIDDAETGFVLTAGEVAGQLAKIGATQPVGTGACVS
The depositor's hits bear a star; u = inconclusive; x = not tested or not shown; + = active, no number. Unless noted, no stated cut-off is given here; in the data, active means inhibition above about 30%; inactive means the rest.

SMILES	FadD28 binding	Mtb BioA inh	BoNT F protease	UGM FP inh	CCHF vOTU inh	MazF activator	DUSP3 inh	GDH-TPI counter	FBA Mtb inh	Rv3671c protease
CCC(Sc1nncn1C)C(=O)Nc1ccccc1OC (configuration not stated)	-3.1	x	-15.3	-0.8	-14.9	1.1	2.9	11.6	0.8	-3.4
CCc1n[nH]c(=S)n1/N=C/c1cccc2ccccc12	-3.2	-3.9	-11.0	-1.8	8.6	1.7	16.5	6.0	-0.9	4.7
O=C(Nc1cccc(NC(=O)c2ccco2)c1)c1ccc2c(c1)OCO2	-5.7	10.0	-2.5	5.3	-2.3	5.3	-0.2	-12.0	0.3	-14.5
Nc1ccc(S(=O)(=O)NN=CC=Cc2ccccc2[N+](=O)[O-])cc1	-3.7	x	-4.6	x	0.7	0.2	x	23.4	-3.2	x
Cn1cc(-c2cccc3nncn23)cn1	-2.2	0.4	-7.1	x	-1.4	x	x	15.5	5.9	x
COc1ccc(CC2(CO)CCN(S(=O)(=O)c3c(C)nn(C)c3Cl)CC2)cc1	-0.5	x	-7.0	-2.2	-4.0	-2.0	7.8	-1.6	3.8	5.7
COCCN(C(=O)CSc1nnc(-c2ccccc2OC)o1)c1c(N)n(CC(C)C)c(=O)[nH]c1=O	-1.2	x	u	2.3	-2.8	0.7	x	-6.4	0.6	1.6
CCc1ccc([C@@H]2C[C@H]3[C@@H](CN2S(=O)(=O)c2ccc(C)cc2)C(=O)C[C@@H](c2ccc(C)cc2)N3S(=O)(=O)c2ccc(C)cc2)cc1	-1.6	-1.4	-0.2	x	34.0*	-8.6	x	1.9	-1.2	x
Cc1ccc(CNC(=O)c2ccc(N3CCC4(CC3)CC(c3cccc(Br)c3)=NO4)c(NC(=O)c3ccc(Br)cc3)c2)cc1	-2.4	-1.5	3.6	-2.1	-4.4	-24.8	x	12.9	-1.4	-19.3
CCC1CCCCN1C(=O)Cn1c(C(=O)OC)cc2sc(Cl)cc21 (configuration not stated)	x	0.4	2.1	0.6	5.8	-3.8	-4.9	2.0	-1.0	-2.1
Cc1cccc(Oc2ccc(N)cc2)c1	-0.7	x	-4.2	1.3	-5.1	2.4	16.1	7.3	-2.1	-2.7
O=C(Nc1ccccc1Cl)c1cc(S(=O)(=O)N2CCOCC2)cs1	-0.1	1.0	5.4	-2.2	0.2	4.6	-15.9	2.9	0.2	2.5
CCOC(=O)C1=C(COC(=O)CCCOc2ccccc2)NC(=O)NC1C (configuration not stated)	-2.6	-0.6	5.2	x	-2.0	4.0	x	3.5	0.1	x
O=C(CN1CCN(c2cccc(Cl)c2)CC1)Nc1ccc(S(=O)(=O)N2CCOCC2)cc1	-1.5	-0.9	-8.7	0.7	-2.2	0.6	4.7	1.7	1.1	-8.0
Cn1c(NCC2CCCO2)nc2c1c(=O)n(Cc1ccccc1)c(=O)n2C (configuration not stated)	0.3	0.1	3.0	-2.8	-2.9	-1.0	17.7	0.8	2.9	-1.8

Part of the list above in a different format:
mol | FadD28 binding | Mtb BioA inh | BoNT F protease | UGM FP inh | CCHF vOTU inh | MazF activator | DUSP3 inh | GDH-TPI counter | FBA Mtb inh | Rv3671c protease
Nc1ccc(S(=O)(=O)NN=CC=Cc2ccccc2[N+](=O)[O-])cc1 | -3.7 | x | -4.6 | x | 0.7 | 0.2 | x | 23.4 | -3.2 | x
Cn1cc(-c2cccc3nncn23)cn1 | -2.2 | 0.4 | -7.1 | x | -1.4 | x | x | 15.5 | 5.9 | x
COc1ccc(CC2(CO)CCN(S(=O)(=O)c3c(C)nn(C)c3Cl)CC2)cc1 | -0.5 | x | -7.0 | -2.2 | -4.0 | -2.0 | 7.8 | -1.6 | 3.8 | 5.7
COCCN(C(=O)CSc1nnc(-c2ccccc2OC)o1)c1c(N)n(CC(C)C)c(=O)[nH]c1=O | -1.2 | x | u | 2.3 | -2.8 | 0.7 | x | -6.4 | 0.6 | 1.6
CCc1ccc([C@@H]2C[C@H]3[C@@H](CN2S(=O)(=O)c2ccc(C)cc2)C(=O)C[C@@H](c2ccc(C)cc2)N3S(=O)(=O)c2ccc(C)cc2)cc1 | -1.6 | -1.4 | -0.2 | x | 34.0* | -8.6 | x | 1.9 | -1.2 | x
Cc1ccc(CNC(=O)c2ccc(N3CCC4(CC3)CC(c3cccc(Br)c3)=NO4)c(NC(=O)c3ccc(Br)cc3)c2)cc1 | -2.4 | -1.5 | 3.6 | -2.1 | -4.4 | -24.8 | x | 12.9 | -1.4 | -19.3
CCC1CCCCN1C(=O)Cn1c(C(=O)OC)cc2sc(Cl)cc21 (configuration not stated) | x | 0.4 | 2.1 | 0.6 | 5.8 | -3.8 | -4.9 | 2.0 | -1.0 | -2.1
Cc1cccc(Oc2ccc(N)cc2)c1 | -0.7 | x | -4.2 | 1.3 | -5.1 | 2.4 | 16.1 | 7.3 | -2.1 | -2.7
O=C(Nc1ccccc1Cl)c1cc(S(=O)(=O)N2CCOCC2)cs1 | -0.1 | 1.0 | 5.4 | -2.2 | 0.2 | 4.6 | -15.9 | 2.9 | 0.2 | 2.5
CCOC(=O)C1=C(COC(=O)CCCOc2ccccc2)NC(=O)NC1C (configuration not stated) | -2.6 | -0.6 | 5.2 | x | -2.0 | 4.0 | x | 3.5 | 0.1 | x
O=C(CN1CCN(c2cccc(Cl)c2)CC1)Nc1ccc(S(=O)(=O)N2CCOCC2)cc1 | -1.5 | -0.9 | -8.7 | 0.7 | -2.2 | 0.6 | 4.7 | 1.7 | 1.1 | -8.0
Cn1c(NCC2CCCO2)nc2c1c(=O)n(Cc1ccccc1)c(=O)n2C (configuration not stated) | 0.3 | 0.1 | 3.0 | -2.8 | -2.9 | -1.0 | 17.7 | 0.8 | 2.9 | -1.8

Other structures.
SMILES	FadD28 binding	Mtb BioA inh	BoNT F protease	UGM FP inh	CCHF vOTU inh	MazF activator	DUSP3 inh	GDH-TPI counter	FBA Mtb inh	Rv3671c protease
Cc1c(NC(=O)c2cc(-c3cccs3)nc3ccccc23)c(=O)n(-c2ccccc2)n1C	-4.8	x	-2.8	0.9	8.3	-5.0	7.6	5.0	2.8	-9.0
CCOc1ccccc1CN1CCNC(=O)C1CC(=O)NCCCn1cccn1 (configuration not stated)	1.0	-6.1	-1.3	-0.6	7.1	7.3	51.2*	0.8	5.0	-3.0
N#Cc1c(N2CCN(c3ccc([N+](=O)[O-])cc3)CC2)[n+](=O)c2ccc(Cl)cc2n1[O-]	-1.0	x	11.3	x	-3.7	-54.6	x	23.4	0.9	x
O=C(NC1CC1)c1scc2c1OCCO2	0.7	-1.4	-2.8	-3.4	5.8	1.7	28.6	0.6	1.5	6.0
NNC(=O)C(=O)/C=C1\NC2(CCCC2)Cc2ccccc21	-1.0	0.4	x	-4.4	5.8	11.1	17.6	19.9	1.4	2.5
CN(C(=O)CN1CCN(c2ccc([N+](=O)[O-])cn2)CC1)c1ccccc1	-0.8	7.8	0.8	3.0	x	-23.9	19.7	24.0	1.0	-6.5
O=c1[nH]c2ccccc2nc1-c1ccc(Cl)cc1	-1.4	-0.9	x	-3.0	-43.0	-4.5	11.2	37.9*	23.8	-3.7
Cc1cc(OCC(=O)OCC(=O)N2c3ccccc3NC(=O)C2(C)C)ccc1Cl	-6.6	0.1	3.7	x	7.6	4.0	x	-10.5	-2.5	0.2
Nc1ccc(C(=O)OCC(=O)Nc2cccc(S(=O)(=O)NC3=NCCCCC3)c2)cc1[N+](=O)[O-]	-0.2	1.0	-21.8	-2.3	6.3	3.2	x	5.3	0.0	-1.3
CCc1nnc(NC(=O)/C=C/c2cccs2)s1	-0.1	-2.8	-3.4	-1.4	9.8	1.4	1.2	16.4	2.6	-8.7
COc1ccc(/C=C/C(=O)NC2CC3CCC2C3)cc1 (configuration not stated)	-3.1	-0.6	6.2	0.6	10.3	4.2	1.7	-9.4	-1.4	-3.0
O=C(CSc1nnc(-c2ccc(O)cc2)o1)Nc1ccc2c(c1)OCCO2	-0.4	13.1	-1.3	0.5	1.8	0.8	2.7	3.8	0.7	-7.3
S=C(NCc1ccc2c(c1)OCO2)Nc1ccc(-c2nc3ccccc3[nH]2)cc1	1.1	x	-10.8	2.4	8.8	50.3*	1.3	15.4	6.0	-81.8
Cc1ccc(CSC2=NCCN2C(=O)c2ccc([N+](=O)[O-])cc2)cc1	-0.5	x	3.5	-0.4	0.6	-21.2	26.2	1.2	-0.4	-17.7
COc1cccc(/C=C2\NC(=O)NC2=O)c1O	-4.6	3.5	-1.9	0.7	1.9	4.1	35.9	7.3	-3.6	0.5
O=C(CN1C(=O)c2ccccc2C1=O)Nc1ccc(Cl)cn1	-2.1	x	-11.8	-0.5	10.1	-17.6	33.6	8.7	5.0	3.6
Cc1ccc(-n2c(-c3ccco3)nc3c(cnn3-c3ccccc3C)c2=O)cc1	-3.0	-0.4	4.2	1.2	1.9	12.6	27.3	-1.4	2.0	-5.6
CCOC(=O)c1c(-c2ccc(OC)cc2)oc2ccc(OC(=O)N(C)C)cc12	-5.7	-1.5	0.7	3.7	-45.7	4.1	-4.1	14.5	+	-6.3
CC(C)CNC(=O)c1cccc(NC(=O)C(C)Oc2ccccc2)c1 (configuration not stated)	0.5	x	9.1	0.7	-8.0	-14.2	26.4	-3.5	0.0	-2.3
Cc1ccc2ccccc2c1C(O)c1ncc(-c2ccccc2)[nH]1 (configuration not stated)	-2.2	-0.1	0.9	x	4.4	x	x	-5.3	-0.7	x
CCC(=O)N1CCC1(C)C(=O)Nc1ccc(F)cc1 (configuration not stated)	-2.8	-0.8	-1.7	x	-3.9	x	x	3.0	-2.4	x
COc1ccc(C(C)=O)cc1CSc1ccc(S(=O)(=O)N2CCOCC2)cn1	-4.1	22.8	-9.4	1.8	11.0	-8.8	x	-4.8	-3.9	-6.5
CCOC(=O)c1ccccc1NC(=O)COC(=O)C(CC)Oc1ccccc1 (configuration not stated)	-0.7	-0.5	1.6	x	3.1	-5.4	x	0.0	1.4	x
O=C(N/N=C/c1ccncc1)c1ccc(NS(=O)(=O)c2cccs2)cc1	-5.2	x	-0.9	0.8	5.9	-6.2	14.5	18.5	-4.5	2.0
CCOC(=O)N1CCC(N2C(=O)c3ccc(C(=O)Nc4ccc(F)cc4F)cc3C2=O)CC1	-3.0	0.5	-3.4	-1.2	-3.0	13.7	12.1	-4.0	-1.0	-4.9
CN1CCNC(=O)C1CC(=O)NCC1(c2ccccc2)CCCCC1 (configuration not stated)	-4.0	x	-0.6	2.3	-1.5	2.0	6.5	6.1	-1.3	-3.2
CCOC(=O)c1cc(=O)n2c(nc3ccccc32)[nH]1	-4.1	-0.9	-2.4	1.1	-152.8	3.3	x	16.2	+	3.2
CC(=O)c1ccc(NC(=O)C(C)N(C)CC(=O)Nc2ccc(Cl)cc2)cc1 (configuration not stated)	-2.1	11.8	5.6	1.3	5.6	-4.5	8.2	-1.9	-1.0	-5.7
Cc1[nH]c2ccccc2c1C(=O)CN1CC=C(c2ccccc2)CC1	-8.3	0.5	-9.9	-0.3	-8.4	17.5	-11.3	2.2	-1.8	-0.1
COCC1CCN(C(=O)c2cc(COc3cncc(Cl)c3)on2)C1 (configuration not stated)	-2.3	-1.4	6.1	2.2	10.2	7.6	19.7	5.2	0.6	3.3
C=CCN(CC=C)C(=O)c1ccncc1	-0.8	-2.8	9.5	1.4	13.7	5.7	-8.6	-0.6	2.9	-2.7
Cc1ccc(CNS(=O)(=O)c2c(C)[nH]c(C)c2C(=O)N2CCCCC2)o1	-3.0	-1.8	7.2	-1.9	-11.3	10.9	-17.2	0.9	-0.3	2.9
C[C@]12c3[nH]c4cc(-c5ccco5)ccc4c3CCN1C(=O)[C@@H](CC(=O)NCCCn1ccnc1)C[C@@H]2C(=O)N1CCCCC1	-5.4	0.1	-6.4	x	-15.3	11.6	x	10.4	25.7	x

Screening results (PubChem BioAssay)
